HCV inh – HCV inhibition; Huh7.5.1 HCVcc-Cre infection, luciferase reporter, 44 h; Potency, µM (series often up to 41.8 µM), inactives show top-dose activity change, negative = inhibition, most hits filed as inhibitors; actives 3.4% (n = 340,000); AID 651820; further: potency means the concentration at half of the fitted maximal effect
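Infectious HCV cell culture screen: compound-treated cells (1,000/well, pre-plated 4 h) are infected with HCVcc-Cre at roughly 0.5 moi and grown 44 h. Infection is quantified by luciferase signal after 15 min substrate incubation at room temperature.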
AmpC inh no detg – inhibitors of E. coli AmpC beta-lactamase without detergent; actives 0.52% (n = 330,000); AID 485341; Potency, µM (series often up to 57.1 µM), for the others: top-dose activity change, negative = inhibition, actives largely listed as inhibitors; AmpC nitrocefin hydrolysis, absorbance 480 nm, 0.0001% Triton;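 further: potency means the concentration at half of the fitted maximal effect; plate controls were no compound for no effect and no enzyme for full effect; nearly all actives have a fitted effect of over 20% in size; some results filed as inactive show a strong effect at the top dose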
Target sequence (P00811 whole entry, looked up): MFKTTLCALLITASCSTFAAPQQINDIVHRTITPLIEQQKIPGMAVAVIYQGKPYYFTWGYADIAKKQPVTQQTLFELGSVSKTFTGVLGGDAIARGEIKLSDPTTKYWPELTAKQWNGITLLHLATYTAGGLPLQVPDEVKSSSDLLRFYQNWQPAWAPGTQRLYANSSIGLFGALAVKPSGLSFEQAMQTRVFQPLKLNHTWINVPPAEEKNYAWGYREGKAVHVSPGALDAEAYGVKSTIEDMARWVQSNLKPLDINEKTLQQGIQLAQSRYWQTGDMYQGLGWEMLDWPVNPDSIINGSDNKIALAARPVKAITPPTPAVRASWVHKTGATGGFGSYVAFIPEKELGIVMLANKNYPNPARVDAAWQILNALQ
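20 mM phosphate pH 7.0 + 0.01% (detergent screen) or 0.0001% Triton X-100; 5.3 nM AmpC reagent; cpd preinc 15 min RT; nitrocefin (800 uM stock) to start; A480 q20 s × 4 min; Activity was normalised to no-enzyme and no-compound control wells.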
TbPYK inhibitor – T. brucei pyruvate kinase inhibition. Q57TT1. TbPYK enzyme, Kinase-Glo Plus ATP luminescence, 45 min. Potency, µM (titrated, usually from 76.8 µM), without a hit: at the highest dose activity, negative = inhibition, hits mostly inhibitors. actives 0.12% (n = 410,000). AID 624173; further: potency means the concentration at half of the fitted maximal effect; nearly all actives have a fitted effect of over 50% in size
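Activity of T. brucei pyruvate kinase was followed by Kinase-Glo Plus luminescence after the enzyme reacted 45 min at room temperature with 130 uM ADP (final) and substrate. Test compounds were added before ADP at multiple concentrations.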
HCMV inh – inhibitors of human cytomegalovirus; AID 1259415; activity change, negative = inhibition, % at 57.5 µM; HFF cells, HCMV-luciferase reporter, 72 h; hits give low values; actives 4.5% (n = 410,000); in the data active means activity change below about -60%; inconclusive means no clear call, values can overlap the other calls; inactive means above about -39%
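After 16 h attachment at 37C, HFF cells received test compound and HCMV-luciferase (1 PFU/cell); reporter luminescence read 72 h later, data normalized against buffer-only and known inhibitor Salinomycin.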
AmpC inh detg – inhibitors of E. coli AmpC beta-lactamase with detergent. AmpC hydrolysis of nitrocefin, absorbance 480 nm, 0.01% Triton. Potency, µM (titrated, usually from 114 µM), without a hit: top-dose activity change, negative = inhibition, actives largely listed as inhibitors. actives 0.041% (n = 370,000);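 further: potency means the concentration at half of the fitted maximal effect; 0% = no-compound wells and -100% = no-enzyme wells; nearly all actives have a fitted effect of over 25% in size; some results filed as inactive show a strong effect at the top dose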
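AmpC (5.3 nM in the dispensed reagent) in 20 mM phosphate pH 7.0 with 0.01% (detergent screen) or 0.0001% Triton X-100 was preincubated with compounds for 15 min at room temperature. Nitrocefin was then added from an 800 uM solution, and hydrolysis was followed at 480 nm.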
AMA1 RON2 block – inhibitors of Plasmodium falciparum AMA1-RON2 interaction; AlphaScreen AMA1-biotinylated RON2 peptide binding; Potency, µM (doses to about 58.2 µM), for inactives: at the top dose activity change, negative = inhibition, usual class: inhibitors; actives 0.2% (n = 360,000); AID 720542;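 further: potency means the concentration at half of the fitted maximal effect; 0% = vehicle wells and -100% = peptide control; nearly all actives have a fitted effect of over 45% in size; some results filed as inactive show a strong effect at the top dose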
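AMA1 (3D7) with his tag at 25 nM final met compounds first, then biotinylated RON2 peptide at 25 nM; detection used donor plus acceptor beads, 10 µg/mL apiece, read by AlphaScreen after 30 min at room temperature.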
LmPK inh – blocks Leishmania mexicana pyruvate kinase activity; purified LmPK, Kinase-Glo ATP luminescence, 1 h; AID 1721; Q27686; Potency, µM (doses to about 57.5 µM), without a hit: top-dose activity change, negative = inhibition, usual class: inhibitors; actives 0.37% (n = 290,000); further: potency means the concentration at half of the fitted maximal effect
Target sequence (Q27686 whole entry, looked up): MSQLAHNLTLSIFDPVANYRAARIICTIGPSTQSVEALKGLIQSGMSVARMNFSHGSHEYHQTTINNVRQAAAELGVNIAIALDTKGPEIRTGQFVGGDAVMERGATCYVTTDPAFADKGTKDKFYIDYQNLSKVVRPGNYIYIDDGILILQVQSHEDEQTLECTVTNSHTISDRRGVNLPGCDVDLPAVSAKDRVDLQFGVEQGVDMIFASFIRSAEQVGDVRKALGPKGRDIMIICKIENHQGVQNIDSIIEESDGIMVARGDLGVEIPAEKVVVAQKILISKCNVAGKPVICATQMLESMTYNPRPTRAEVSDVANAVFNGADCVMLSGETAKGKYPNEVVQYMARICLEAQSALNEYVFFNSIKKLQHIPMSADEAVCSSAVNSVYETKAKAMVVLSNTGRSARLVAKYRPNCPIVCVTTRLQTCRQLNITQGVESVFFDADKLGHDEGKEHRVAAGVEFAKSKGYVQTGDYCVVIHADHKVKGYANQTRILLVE
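Screened at intermediate enzyme activity to detect both inhibitors and activators: LmPK at 0.1 nM, with a 0.5 nM enzyme column as activation reference. PEP 0.5 mM, ADP 0.1 mM; ATP detected by luminescence after 1 h.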
An asterisk follows results filed as active; ? = inconclusive; nt = no result given; [ ] = remark or other dose. Unless noted, the call rests on the fitted dose curve; in most records, active means well fitted curve in the direction sought with a large enough effect; inconclusive means small, poorly fitted or top-dose-only effect, or another doubt; inactive means no such curve, though single readings can be large; an effect the other way counts as inactive or inconclusive. Unless noted, on the % scale 0 is the no-effect control and ±100 the full control effect. Rows are unselected; overall some 7.5% were active at least once.

SMILES | HCV inh | AmpC inh no detg | TbPYK inhibitor | HCMV inh | AmpC inh detg | AMA1 RON2 block | LmPK inh
COc1ccccc1N1CCN(C2CCCN(C(=O)CCc3cnccn3)C2)CC1 (stereo not drawn) | 20% | -15% | -8% | 0 | -1% | -11% | -4%
COc1ccc(Nc2ncnc3scc(-c4ccc(OC)cc4)c23)cc1 | 6.3µM* | -2% | -7% | ? | -14% | -12% | 3%
COC(=O)NNC(=O)c1ccc(C)cc1 | 14% | nt | 0% | -8 | 0% | -1% | 0%
O=C(Nc1ccccc1)c1ccc(Cn2cc(C(F)(F)F)ccc2=O)cc1 | -29% | -9% | 1% | -9 | 2% | 5% | 0%
COc1ccc(NC(=O)Nc2nnc(N3CCCCCC3)s2)c(OC)c1 | nt | nt | 5% | 37 | 18% | nt | nt
C[C@]12CCC(=O)C=C1C=CC1C2CC[C@]2(C)C(=O)CCC12 (stereo partly drawn) | 19% | -10% | -6% | -70* | nt | -11% | nt
Cc1ccc(NC2=NCC(=O)N2Cc2ccccc2)c(C)c1 | 0% | -7% | 2% | 10 | -2% | -5% | 0%
COc1cc(C2N(Cc3ccccc3)CCN2Cc2ccccc2)ccc1OC(C)=O | 0% | -14% | -5% | 35 | 0% | 34%[activator] | 0%
C=CCN1C(=O)c2ccc(C(=O)OCC(=O)N(CC)C3CCS(=O)(=O)C3)cc2C1=O (stereo not drawn) | 12% | -7% | 1% | -34 | -1% | -12% | nt
O=c1nc2n(-c3ccccc3F)c3ccccc3cc-2c(=O)[nH]1 | nt | nt | -7% | 6 | -2% | nt | nt
COc1ccccc1NC(=O)C1CCN(S(=O)(=O)c2cccs2)CC1 | 7% | -2% | -1% | ? | -2% | 5% | nt
CC(C)OC(=O)C(=O)NNc1ccccc1 | 7% | 6% | 2% | -24 | -6% | -13% | 9%
COc1ccc(C=Nc2cccc3ncccc23)cc1 | -5% | -2% | -1% | -5 | -6% | 4% | -4%
CC(C)(C)NC(=O)C(c1ccco1)N(C(=O)c1csnn1)c1ccccc1 (stereo not drawn) | -1% | -16% | 1% | -12 | 6% | 2% | 2%
COc1cc(C2Nc3ccc4ncccc4c3C3=C2C(=O)CC(C)(C)C3)cc(OC)c1O (stereo not drawn) | -1% | -6% | 2% | -83* | -9% | 4% | 5%
Cc1noc(/C=C/c2ccccc2F)c1S(=O)(=O)N1CCC(C(=O)N(C)Cc2ccco2)CC1 | nt | nt | 0% | 61 | 3% | nt | nt
CSc1nc(N)c2c(n1)OC(N)=C(C#N)C2c1cccnc1 (stereo not drawn) | 7% | -9% | -5% | -5 | 0% | 11% | 1%
O=C(NCCC1=CCCCC1)c1ccc2c(c1)N(Cc1cccc(Cl)c1)C(=O)c1ccccc1S2=O (stereo not drawn) | nt | nt | -3% | -63* | -2% | nt | nt
C#CCOCCOCCOCCNc1nc(N2CCN(C(=O)[C@H](CC(N)=O)n3cc(C(N)[C@@H](C)CC)nn3)CC2)nc(N2CCN(C(=O)[C@H](CCCCN)n3cc([C@@H](N)CC(N)=O)nn3)CC2)n1 (stereo partly drawn) | 33%[activator] | 6% | -1% | -28 | nt | 8% | nt
CN(Cc1ccccc1)C(=O)Cn1ncc2c3ccccc3n(Cc3cccc(Cl)c3)c2c1=O | nt | nt | -2% | -12 | 16% | nt | nt
CC(=O)N1N=C(c2ccc(C)cc2)OC1c1ccc(Br)cc1 (stereo not drawn) | 0% | 43% | 4% | 45 | 2% | -11% | 4%
O=C(Cc1c[nH]c2ccccc12)Nc1cccc(S(=O)(=O)N2CCCCC2)c1 | nt | -53% | nt | nt | -12% | nt | 3%
COc1ccc(Br)cc1C1NC(=O)c2c(sc3c2CCN(C)C3)N1 (stereo not drawn) | 4% | -9% | 4% | -17 | -14% | 18% | -1%
Cc1ccc(C)c(S(=O)(=O)N2CCCC2CNC(=O)C(=O)NCc2ccccc2)c1 (stereo not drawn) | ? | 1% | 7% | 2 | ? | -1% | nt
CSCCC(C(=O)N(C)CC(=O)Nc1cccc(F)c1)N1C(=O)c2ccccc2C1=O (stereo not drawn) | 1% | -20% | 1% | 23 | -8% | 0% | nt
C=CCN1C(=O)C(O)(CC(=O)c2ccccc2)c2ccccc21 (stereo not drawn) | 3% | -6% | -5% | 19 | -18% | -1% | -3%
COc1ccc(-c2nc(C#N)c(NCc3ccc(F)cc3)o2)cc1OC | 3.5µM* | 0% | 1% | 25 | ? | -3% | 2%
CC1=C(C(=O)OC2CCCC2)C(c2c(Cl)cccc2Cl)CC(=O)N1 (stereo not drawn) | nt | nt | 0% | ? | 13% | nt | nt
Cn1ccc(NC(=O)Nc2ccc(Cl)cc2Cl)n1 | -16% | -54% | 7% | 13 | ? | 0% | -3%
O=C(CN(C(=O)c1csnn1)c1ccc(Cl)cc1)NC1CCCC1 | 2% | -6% | 1% | 17 | ? | -6% | 7%

Part of the list above, set out differently.
structure	HCV inh	AmpC inh no detg	TbPYK inhibitor	HCMV inh	AmpC inh detg	AMA1 RON2 block	LmPK inh
COc1ccc(-c2nc(C#N)c(NCc3ccc(F)cc3)o2)cc1OC	3.5µM*	0%	1%	25	?	-3%	2%
CC1=C(C(=O)OC2CCCC2)C(c2c(Cl)cccc2Cl)CC(=O)N1 (stereo not drawn)	nt	nt	0%	?	13%	nt	nt
O=C(Cc1c[nH]c2ccccc12)Nc1cccc(S(=O)(=O)N2CCCCC2)c1	nt	-53%	nt	nt	-12%	nt	3%
CC(=O)N1N=C(c2ccc(C)cc2)OC1c1ccc(Br)cc1 (stereo not drawn)	0%	43%	4%	45	2%	-11%	4%

Remaining list, next part
SMILES | HCV inh | AmpC inh no detg | TbPYK inhibitor | HCMV inh | AmpC inh detg | AMA1 RON2 block | LmPK inh
CCc1nnc(NC(=O)C2CC(=O)N(C3CCCCC3)C2)s1 (stereo not drawn) | 9% | -4% | -17% | 21 | -4% | 4% | 0%
O=C(O)c1ccc(-c2nnc(-c3ccc([N+](=O)[O-])cc3)o2)cc1 | -2% | -9% | 3% | -4 | 3% | 46%[activator] | 2%
O=C(CN1C(=O)NC(CCc2ccccc2)C1=O)N1CCCCCC1 (stereo not drawn) | 0% | -3% | 1% | -20 | nt | -2% | nt
O=C1NCCN(Cc2ccc(F)cc2)C1CC(=O)N1CC=C(c2ccccc2)CC1 (stereo not drawn) | ? | 35% | 0% | 0 | 4% | -7% | 1%
COc1ccc2c(c1)c(C(=O)O)c(C)n2CCc1ccc(OC)c(OC)c1 | 5% | -4% | -7% | -22 | -2% | -2% | 3%
CCOC(=O)c1cccc(NC(=O)C2CCCN2S(=O)(=O)c2cccc3cccnc23)c1 (stereo not drawn) | ? | -12% | -11% | 17 | ? | -8% | 15%
COc1ccc(OC)c(NC(=O)c2ccc(OC3CSC3)cc2)c1 | ? | -12% | 0% | 23 | 8% | ? | 1%
COc1ccc(N2CC2c2ccncc2)cc1 (stereo not drawn) | -6% | -1% | 2% | -36 | 6% | 5% | -1%
Cc1onc(-c2ccccc2)c1C(=O)Nc1ccc(S(=O)(=O)NC(C)(C)C)cc1 | -20% | 0% | 3% | 4 | -3% | -10% | 1%
O=c1c2cn(Cc3ccccc3)c3ccccc3c-2nn1Cc1ccc(F)cc1Cl | 3% | -25% | 0% | 5 | -4% | -3% | -3%
O=C(Cc1cc2ccccc2o1)NCc1ccc(F)cc1 | 1% | -17% | -9% | nt | 1% | 11% | 0%
O=C(/C=C/c1ccc(Br)cc1)N1CCN(c2cccc(C(F)(F)F)c2)CC1 | -12% | 0% | 1% | -30 | 2% | -4% | 6%
CCc1ccccc1NC(=O)CCNS(=O)(=O)c1ccc2c(c1)CCN2C(=O)C1CC1 | nt | nt | -3% | -5 | 7% | nt | nt
O=S(=O)(c1ccc(Cl)cc1)N1CCSC1c1ccco1 (stereo not drawn) | -20% | -34% | 0% | -19 | -9% | -13% | 0%
COc1cc(OCC(=O)NC(C)C)cc2c1C(=O)O[C@@H](C)CCCC(=O)CCCCC2 | 2% | 21% | 0% | 31 | 2% | 4% | 0%
CCCCn1c(N)c(N(C)C(=O)c2cccc(-n3cnnn3)c2)c(=O)[nH]c1=O | 6% | -21% | -2% | 10 | nt | -1% | nt
COc1ccc(OC)c(CNC(=O)C2CCN(c3ncnc4c3nc3n4CCCCC3)CC2)c1 | nt | nt | 1% | -13 | 7% | nt | nt
CC(C)CNC(=O)c1ccc2c(c1)C(=O)N(Cc1ccco1)C2=O | 18% | -24% | 5% | -29 | ? | 0% | 8%
Oc1ccc(Cl)cc1C1=NNC(c2cc(Br)cc3c2OCOC3)C1 (stereo not drawn) | -21% | -59% | -6% | -7 | -7% | 95%[activator] | -6%
Cc1nn(Cc2ccccc2Cl)c2sc(C(=O)Nc3ccccc3N3CCOCC3)cc12 | 13µM* | 52% | -3% | ? | -4% | 0% | 0%

2 successive entries out of the list so far, for reference:
SMILES | HCV inh | AmpC inh no detg | TbPYK inhibitor | HCMV inh | AmpC inh detg | AMA1 RON2 block | LmPK inh
CCc1ccccc1NC(=O)CCNS(=O)(=O)c1ccc2c(c1)CCN2C(=O)C1CC1 | nt | nt | -3% | -5 | 7% | nt | nt
O=S(=O)(c1ccc(Cl)cc1)N1CCSC1c1ccco1 (stereo not drawn) | -20% | -34% | 0% | -19 | -9% | -13% | 0%

(listing goes on)
SMILES | HCV inh | AmpC inh no detg | TbPYK inhibitor | HCMV inh | AmpC inh detg | AMA1 RON2 block | LmPK inh
COCCn1c(SCC(=O)NC(C)c2ccc(F)cc2)nc2ccccc21 (stereo not drawn) | ? | 63%[activator] | 2% | 1 | 0% | 6% | 4%
Cc1cccc(NC(=S)NC2CC3CCC(C2)N3Cc2ccco2)c1C (stereo not drawn) | 16% | 27% | -5% | -25 | -13% | -6% | 0%
Cc1cc2nc(-c3cccc(NC(=O)COc4ccc(Cl)c(C)c4)c3)oc2cc1C | nt | nt | 0% | 96 | -4% | nt | nt
CC(=O)Nc1ccc(S(=O)(=O)NCCC(=O)Nc2ccc(C)c(F)c2)cc1 | 26% | -16% | -1% | ? | -9% | 41%[activator] | 6%
COC(=O)c1sc(N2C(=O)c3oc4ccc(C)cc4c(=O)c3C2c2ccc(O)c(OC)c2)nc1C (stereo not drawn) | nt | nt | 0% | 8 | ? | nt | nt
COc1ccc(C)cc1NC(=O)c1[nH]c(C)c(C(C)=O)c1C | -20% | -10% | 3% | 106 | -11% | 11% | 0%
COc1ccc(-c2nc3ccc(Br)cn3c2Cc2ccc(C)cc2)cc1OC | nt | nt | 0% | -15 | nt | -7% | nt

Assay outcomes deposited in PubChem by National Center for Advancing Translational Sciences (NCATS).
